ALOX12 inh: ALOX12 (human) lipoxygenase inhibition; AID 1671190; P18054; hit rate 1.1% among 580,000; Potency, µM (doses to about 108 µM), for the others: at the top dose activity change, negative = inhibition, actives largely listed as inhibitors; purified 12hLO, xylenol orange hydroperoxide absorbance; active means well fitted inhibition curve with a large enough effect; inconclusive means small, poorly fitted or top-dose-only effect, or another doubt; inactive means no such curve, though single readings can be large or run the other way
Target sequence (P18054 whole entry, looked up): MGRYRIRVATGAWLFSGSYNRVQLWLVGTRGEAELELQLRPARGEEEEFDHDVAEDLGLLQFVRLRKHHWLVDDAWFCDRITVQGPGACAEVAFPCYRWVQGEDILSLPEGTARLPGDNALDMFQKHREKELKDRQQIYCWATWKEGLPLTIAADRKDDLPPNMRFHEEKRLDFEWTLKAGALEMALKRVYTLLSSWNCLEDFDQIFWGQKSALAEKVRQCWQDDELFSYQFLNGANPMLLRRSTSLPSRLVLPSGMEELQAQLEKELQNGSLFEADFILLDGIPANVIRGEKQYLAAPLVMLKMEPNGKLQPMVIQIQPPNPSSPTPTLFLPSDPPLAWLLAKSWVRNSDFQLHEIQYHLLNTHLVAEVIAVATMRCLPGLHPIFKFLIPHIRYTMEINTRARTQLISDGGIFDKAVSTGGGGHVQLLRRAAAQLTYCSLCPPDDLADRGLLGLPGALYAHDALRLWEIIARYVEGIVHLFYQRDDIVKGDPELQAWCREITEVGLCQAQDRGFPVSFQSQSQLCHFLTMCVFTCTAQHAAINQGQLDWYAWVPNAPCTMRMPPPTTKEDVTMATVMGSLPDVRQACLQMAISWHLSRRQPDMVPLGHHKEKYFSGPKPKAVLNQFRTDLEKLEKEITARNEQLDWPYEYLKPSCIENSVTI
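Purified human 12hLO (150 nM final) in 25 mM Hepes, 0.01% Triton X-100, pH 7.0 was preincubated 15 min at room temperature with compound. Then 40 uM arachidonic acid was added, 30 min. Hydroperoxide was read by Fe-XO absorbance ratio 573/405 nm.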
* hit, by the source's call; u = inconclusive; [ ] = remark or other dose. On the % scale 0 is the no-effect control and ±100 the full control effect; potency means the concentration at half of the fitted maximal effect. Some of the compounds tested (hit frequency here may not be typical).

ALOX12 inh	structure
20%	NC1CCC(n2cc(C(=O)NCc3ccccc3-n3cccn3)nn2)CC1 (stereo not given)
u	c1ccc2sc(N3CCN(Cc4cc5n(n4)CCCNC5)CC3)nc2c1
33%[activator]	CCCOCCNC(=O)c1c(C)noc1-c1cccc(F)c1
0%	CCOC(=O)C1CCC(CNC(=O)Nc2c(NC3CCCC3)c3ccccc3oc2=O)CC1 (stereo not given)
-3%	O=C(NCC1(N2CCOCC2)CCCCC1)c1cnn(-c2nccc(-c3cccs3)n2)c1C1CC1
-26%	O=c1[nH]c(N2CCCCC2)nc2nccc(-c3ccsc3)c12
23%	CCCCSc1ncc(CN2CC[C@@]3(O)CCN(C(C)=O)C[C@H]3C2)cn1
u	O=C(NC1CCCCC1)N[C@H]1[C@H](O)[C@@H](N2CCC(Cc3ccccc3)CC2)[C@@H]2OC[C@H]1O2
13%	CC1CCN(C(=O)c2ccc(-c3ccc(N4CCSCC4)nc3)cc2)CC1
u	CCCN1CCN(c2ccc(C(=O)N(C)Cc3ccc4ccccc4n3)cn2)CC1
33%[activator]	CCCN1CCC2(CCN(C(=O)c3ccccc3C)CC2)Oc2ccccc21
3%	CC1(C(=O)NCc2ccccc2)CN(S(C)(=O)=O)CC(=O)N1C1CC1 (stereo not given)
2%	C[C@H]1Cn2cnc(C(=O)Nc3ccc(CNC(=O)OC(C)(C)C)cc3)c2C(=O)N1
2%	Cc1ccc(S(=O)(=O)N2C[C@H]3C(=O)C[C@@H](c4ccccc4)N(S(=O)(=O)c4ccccc4[N+](=O)[O-])[C@H]3C[C@H]2c2ccccc2)cc1
14%	FC(F)(F)c1ccccc1CNCc1ccccc1
34%[activator]	Cc1cnc(C(=O)N2C[C@@H](Oc3cccnc3)C[C@H]2C(=O)NC2CC2)cn1
-3%	COC(=O)CC(NC(=O)c1ccc(C#N)cc1)c1ccc(C)cc1 (stereo not given)
u	O=C(Nc1ccc([C@H]2OCC(=O)N(C3CCOCC3)[C@@H]2CO)cc1)C1CCC1
45%[activator]	Cc1ccsc1CN1CCC2(CC1)CN(c1ccncn1)CC2CO (stereo not given)
15%	CC1=NS(=O)(=O)N(Cc2ccccc2)C=C1C(=O)OCc1nc(-c2ccc(Cl)cc2)no1
17%	Cc1cccc(CC(=O)N2CCc3c(nc4cc[nH]n4c3=O)C2)c1
u	CN(C)CCNc1oc(-c2cccs2)nc1C#N
14%	CCc1noc(-c2ccn3c(CNC(=O)Cc4ccc(Cl)cc4)nnc3c2)n1
1%	C[C@H]1CN(C(=O)OC(C)(C)C)CCN1c1ccc(Br)c(C#N)c1
u	COc1ccc2c(C)c(CC(=O)Nc3cccc(C(C)=O)c3)c(=O)oc2c1C
u	C=CCNC(=O)c1cc(-c2ccc(OC)cc2)nc2ccc(C(C)C)cc12
0%	CCn1nnc2cc(C(=O)OCc3cc(=O)oc4cc(C)ccc34)ccc21
-7%	C=C1C[C@@H]2C[C@@H]2CN(S(=O)(=O)c2ccc(C)cc2)[C@@H]1COCc1ccccc1
0%[176 µM]	COC(=O)[C@@H]1Cc2ncn(C)c2CN1S(=O)(=O)c1ccc2ccccc2c1
21%	CCN1CCCC1CNC(=O)c1cnn(-c2nccc(-c3cccs3)n2)c1C1CC1 (stereo not given)
62%[activator]	Cn1nccc1C(O)c1cc2n(n1)CCCN(c1nc3ccccc3s1)C2 (stereo not given)
u	CC(C)c1nc2c(c(-c3ccc(O)cc3)n1)CN(Cc1cccc3ccccc13)CC2
3%	COc1ccc(NC(=O)CN2C(=O)NC(c3ccccc3Cl)C3=C2COC3=O)cc1 (stereo not given)
u	Cc1cc(=O)n2[nH]c(NC(=O)c3ccccc3F)nc2n1
u	COc1ccc2ccccc2c1C1C(C#N)=C(N)OC2=C1C(=O)CC(C)(C)C2 (stereo not given)
-12%	CCOc1cc(C(=O)Nc2ccc3oc(=O)ccc3c2)cc(OCC)c1OCC
u	COc1ccc(-c2c(C#N)c(N)nc3c2CN(Cc2ccccc2)CC3)cc1OC
6%	Cc1ccc(C(=O)N2CC[C@H](c3n[nH]c(C)n3)[C@H](NC(=O)C3CC3)C2)cc1
u	Cc1cc(C)c2c(CCCC(=O)O)c(-c3ccccn3)[nH]c2c1
u	CCOc1ccc(Nc2nc(-c3sc(NC(C)=O)nc3C)cs2)cc1
-4%	CCOC(=O)[C@]12CCCC=C1N(Cc1cccc3ccccc13)C(=O)[C@H](CC(=O)NCC13CC4CC(CC(C4)C1)C3)C2
4%[176 µM]	Cc1cc(F)ccc1-c1[nH]nc2ncc(-c3ccnn3C)nc12
-12%	CN(C)c1ccc(C(=O)NC2CCN(c3cc(-c4ccc(Cl)cc4)[nH]n3)CC2)cc1
8%	CCc1ccc(CN(C)C(=O)c2ccc3oc(-c4cccc(F)c4)nc3c2)nc1
4%	COc1ccccc1CN1C(=O)C2(CCOCC2)CC1c1nnnn1C(C)(C)C (stereo not given)
u	CCNC(=O)NC(=O)C(Cl)c1ccccc1 (stereo not given)
u	Cc1cc([N+](=O)[O-])ccc1N=C/C(Br)=C/c1ccccc1
-11%	COc1cc2nc(NC(=O)c3ccc(F)cc3Br)sc2cc1OC
0%	c1ccc2c(-n3nnnc3SCc3nc4ccccc4[nH]3)cccc2c1
-1%	CN(C)CCCNc1nc2cc(-c3ccc4c(ccn4C)c3)sc2c(=O)n1C
42%	CCc1nnsc1C(=O)N(C)Cc1ccc(F)cc1F
21%	CC(C)N(c1ccccc1)c1ccc(NC(=O)c2cccc(N(C)C)c2)cc1
25%	CC(NC(=O)C1CC1c1ccccc1)C1CC2CCC1C2 (stereo not given)
87%[activator][176 µM]	c1cc(-c2nnc([C@H]3CCN(Cc4ncc[nH]4)C3)o2)ccn1
-26%	COc1ccc(Cl)cc1NC(=O)CSCc1cc(=O)c2cc(F)ccc2[nH]1
-23%	CCOc1c(CN(C)C(=O)Cn2cccc(OC)c2=O)cccc1OC

Quoted at random: 5 records from the list
ALOX12 inh	structure
-23%	CCOc1c(CN(C)C(=O)Cn2cccc(OC)c2=O)cccc1OC
-1%	CN(C)CCCNc1nc2cc(-c3ccc4c(ccn4C)c3)sc2c(=O)n1C
87%[activator][176 µM]	c1cc(-c2nnc([C@H]3CCN(Cc4ncc[nH]4)C3)o2)ccn1
0%	c1ccc2c(-n3nnnc3SCc3nc4ccccc4[nH]3)cccc2c1
42%	CCc1nnsc1C(=O)N(C)Cc1ccc(F)cc1F

The listing picks up, starting 5 compounds before the break.
ALOX12 inh	structure
21%	CC(C)N(c1ccccc1)c1ccc(NC(=O)c2cccc(N(C)C)c2)cc1
25%	CC(NC(=O)C1CC1c1ccccc1)C1CC2CCC1C2 (stereo not given)
87%[activator][176 µM]	c1cc(-c2nnc([C@H]3CCN(Cc4ncc[nH]4)C3)o2)ccn1
-26%	COc1ccc(Cl)cc1NC(=O)CSCc1cc(=O)c2cc(F)ccc2[nH]1
-23%	CCOc1c(CN(C)C(=O)Cn2cccc(OC)c2=O)cccc1OC
1%	CC1=C(C)CC(C(=O)NC(c2ccccc2)c2ccccc2)C(C(=O)O)C1 (stereo not given)
26%	Cc1nn(C)c(C)c1CCC(=O)N1CCCC(N(C)C)CC1 (stereo not given)
76%[activator]	Cc1cnc(CCNC(=O)Cn2c(=O)oc3ccccc32)n1C1CCC1
3%	O=C(Nc1cccc(-n2cccn2)c1)C1CCCN1C(=O)C1CC1 (stereo not given)
46%[activator]	CNC(=S)NNC(=O)c1cccc(Cl)c1
-15%	COC(=O)CCCNC(=O)[C@@H]1[C@@H](NC(=O)Nc2cccc(OC)c2)CCN1C(=O)C=C(C)C
u	CCc1nc2ccccc2c(C(=O)OCC(=O)NCCc2ccccc2)c1C
-22%	CC(C)c1ccc(NC(=O)Nc2nnc([C@@H]3C[C@H](O)[C@@H](CO)O3)s2)cc1
u	O=C(CSc1ncc(-c2ccccc2)o1)Nc1ccc(F)c(F)c1
u	CNCc1ccc(-c2cc(Cl)cc(Cl)c2)o1
18%	CCOc1ccccc1C1NC(=O)N(CC(=O)Nc2ccccc2)C2=C1C(=O)OC2 (stereo not given)
11%	O=C([C@H](O)c1ccccc1)N1CCc2onc(-c3cccc4ccccc34)c2C1
-11%	O=C(Nc1ccc2oc(=O)ccc2c1)c1ccc(Cl)cc1
-2%	COc1ccc(Br)cc1/C=N/OC(C)=O
-24%	COc1cc2oc(=O)cc(CN3CCN(C(C)=O)CC3)c2cc1Cl
u	CC(=O)Nc1ccc(Nc2cc3[nH]c(-c4cccc(F)c4)cc3cn2)cc1
18%	CCn1cc(CNc2ccc(-c3ccccc3OC)nn2)cn1
39%[activator]	O=C(O)c1cccc(CSc2ccc3c(c2)OCCO3)c1
18%	CCc1cc(N2CCC3(CC2)CC(c2ccccc2)C(=O)N3)nc(N(C)C)n1 (stereo not given)
29%	Cc1ccc(S(=O)(=O)N2CC[C@H](c3n[nH]c(C)n3)[C@H](NC(=O)CN(C)C)C2)cc1
-18%	COc1c(F)cccc1C(=O)N1CCc2onc(-c3ccccc3F)c2C1
-12%	Cc1noc(/C=C\c2ccc(S(=O)(=O)N3CCN(C4CCCCC4)CC3)cc2)c1NC(=O)C1CC1
-41%	O=C1OCCC1=COCCCCOC=C1CCOC1=O
12%	CC(CNC(=O)c1cc(CN2CCOCC2)on1)c1ccccc1 (stereo not given)
u	C=CCNc1nc(NCc2cccc(OC)c2)c2sc(-c3ccccc3)cc2n1
279%[activator]	Cc1ccsc1C(=O)NCC1Cn2cccc2CN1C (stereo not given)
-11%	CCOc1ccccc1C(=O)N1CCC(Cc2nc(-c3ccc(F)cc3)no2)CC1
14%	CCOC(=O)NC(CNC(=O)c1ccccc1)CC(C)C (stereo not given)
44%[activator]	CCCCN(C)C(=O)C(=O)c1c(C)[nH]c2ccccc12
-4%	CN1c2cc(C(=O)Nc3cccc(C(F)(F)F)c3)ccc2C(=O)N2CCCCCC21 (stereo not given)
6%[6.33 µM]	COc1ccc(C2=NOC3(CCCN(Cc4ccc(C(F)(F)F)cc4)C3)C2)cc1 (stereo not given)
-14%	Cc1csc(SCC(=O)N2CCOc3ccc(C(O)C4CCCCC4)cc3C2)n1 (stereo not given)
9%	Cc1noc(C)c1[S+](=O)([O-])N1CCC(N2Cc3cnc(C)n3C2=O)CC1
-15%	CC(=O)Nc1cc(-c2ccccc2F)cn2c(-c3ccccc3)cnc12
37%[activator]	Cc1cn2nc(C(=O)NCc3ccccc3)cc2c(N(C)Cc2ccccc2)n1
-1%	CCOc1ccccc1Oc1c(C)oc2cc(OC(C)=O)ccc2c1=O
12%	CN(C)C(=O)c1ccc(NC(=O)c2cc(-c3ccncc3)nc3ccccc23)cc1
18%	Cc1ccc(C#N)c(N2CCCC(c3nnc(Cn4cccn4)n3C)C2)n1 (stereo not given)
-18%	Cc1ccc(N(CCC#N)C(=O)CN(C)CC(=O)Nc2ccccc2Cl)cc1
-19%	COc1ccc(C(C)=O)c(OS(=O)(=O)c2ccc3c(c2)CCC3)c1

By substructure, those above containing a CF3 group (3)
ALOX12 inh	structure
14%	FC(F)(F)c1ccccc1CNCc1ccccc1
-4%	CN1c2cc(C(=O)Nc3cccc(C(F)(F)F)c3)ccc2C(=O)N2CCCCCC21 (stereo not given)
6%[6.33 µM]	COc1ccc(C2=NOC3(CCCN(Cc4ccc(C(F)(F)F)cc4)C3)C2)cc1 (stereo not given)

More records.
ALOX12 inh	structure
28%	CC(C)NC(=O)C1COC2(CCN(C(=O)c3ccc(F)cc3)CC2)N1C(=O)c1ccccc1 (stereo not given)
-23%	COc1ccc(-c2ocnc2C(=O)Nc2ccc(C)c(F)c2)cc1OC
45%[activator]	O=C(Cc1ccccc1Cl)N1CC(CO)C2(CCNCC2)C1 (stereo not given)
5%	COc1ccc(-c2c(C)[nH]n3c(=O)c(Cl)c(C)nc23)cc1
3%	CCCNC(=O)N1CCC(Cn2c(C)cnc2C2CC2)CC1
10%[176 µM]	Cc1noc(C)c1-c1cc2c(cc(C)n2C)c(-c2ccccc2)n1
-17%	COc1ccc(C(=O)CC(c2ccc(OC)cc2)S(=O)(=O)c2ccc(C)cc2)cc1 (stereo not given)
u	Cc1cc2oc(=O)cc(CN3CCN(c4ccccc4)CC3)c2cc1Cl
4%[176 µM]	CC(=O)Nc1cccc(-c2ccnc(-c3nnc(C)n3CCN3CCOCC3)c2)c1
12%	CC1(C(=O)Nc2ccccc2)Cc2c(-c3cccc(C(N)=O)c3)ccnc2O1 (stereo not given)
3%	CCN(C(=O)CCC(=O)N1CCC(C)(c2noc(-c3ccccn3)n2)CC1)c1ccccc1
8%	NCC1CC2CCC1C2 (stereo not given)
-7%	CSc1cccc(NC(=O)NC(C)c2ccc(Cl)s2)c1 (stereo not given)
73%[activator]	COc1ccc(Cn2cc(C(C(=O)O)N(C)Cc3nnc(C)o3)cn2)cc1 (stereo not given)
27%	NS(=O)(=O)c1ccc(NC(=O)c2ccc([N+](=O)[O-])cc2[N+](=O)[O-])cc1
10%	CCC(CC)c1nnc(NC(=O)c2cc(=O)[nH]c3ccccc23)s1
19%	COc1ccc(NC(=O)CN2C(=O)NC3(CCOCC3)C2=O)cc1
28%	CCSc1nc(N)c(C#N)c(CC)c1C#N
5%	COC(=O)N1CCCCC1c1cc(C(=O)NCc2ccc(Cl)c(Cl)c2)no1 (stereo not given)
23%	CN(Cc1ccccc1)C(=O)C1CCN(c2cc(C3CC(O)C3)ncn2)CC1 (stereo not given)
u	Cc1cccc(C(=O)NC(Nc2cccc3ccccc23)C(Cl)(Cl)Cl)c1 (stereo not given)
u	CCCCCC(=O)N1C[C@@H](O)[C@H](n2cc(COC(=O)c3ccccc3)nn2)C[C@@H]1c1ccc(C)cc1
u	Cc1cccc(-c2cc(C(=O)N3CCN(c4ncccn4)CC3)c3ccccc3n2)c1
u	CN1CC(=O)N(c2ccc(Cl)cc2)Cc2c(NCC3CC3)ncnc21

Assay outcomes deposited in PubChem by National Center for Advancing Translational Sciences (NCATS).
